D1 antagonist – human D1 dopamine receptor antagonism; P21728; HEK293 TREx D1 cells, calcium flux, dopamine EC80; active compounds read low; activity change, negative = inhibition, % at 10 µM; hit rate 3.2% among 360,000; AID 504652; in the data active = activity change below about -30%; note: % is set by controls: 0 for no effect and ±100 for the full control effect
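Allosteric or orthosteric antagonism assessed as attenuation of the calcium response to EC80 dopamine, added 180 s after compound, in induced HEK293 Trex D1 cells loaded with no-wash calcium dye.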
RXFP1 antagonist – blocks the human relaxin receptor RXFP1 | Q9HBX9 | HEK293-RXFP1, relaxin-stimulated cAMP HTRF, 30 min; active compounds read low | activity change, negative = inhibition, % at 57.5 µM | hit rate 0.59% among 350,000 | AID 1259400;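 active = activity change of -60% or lower, but not beyond a set lower limit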; note: % is set by controls: 0 for no effect and ±100 for the full control effect
Target sequence (Q9HBX9 whole entry, looked up): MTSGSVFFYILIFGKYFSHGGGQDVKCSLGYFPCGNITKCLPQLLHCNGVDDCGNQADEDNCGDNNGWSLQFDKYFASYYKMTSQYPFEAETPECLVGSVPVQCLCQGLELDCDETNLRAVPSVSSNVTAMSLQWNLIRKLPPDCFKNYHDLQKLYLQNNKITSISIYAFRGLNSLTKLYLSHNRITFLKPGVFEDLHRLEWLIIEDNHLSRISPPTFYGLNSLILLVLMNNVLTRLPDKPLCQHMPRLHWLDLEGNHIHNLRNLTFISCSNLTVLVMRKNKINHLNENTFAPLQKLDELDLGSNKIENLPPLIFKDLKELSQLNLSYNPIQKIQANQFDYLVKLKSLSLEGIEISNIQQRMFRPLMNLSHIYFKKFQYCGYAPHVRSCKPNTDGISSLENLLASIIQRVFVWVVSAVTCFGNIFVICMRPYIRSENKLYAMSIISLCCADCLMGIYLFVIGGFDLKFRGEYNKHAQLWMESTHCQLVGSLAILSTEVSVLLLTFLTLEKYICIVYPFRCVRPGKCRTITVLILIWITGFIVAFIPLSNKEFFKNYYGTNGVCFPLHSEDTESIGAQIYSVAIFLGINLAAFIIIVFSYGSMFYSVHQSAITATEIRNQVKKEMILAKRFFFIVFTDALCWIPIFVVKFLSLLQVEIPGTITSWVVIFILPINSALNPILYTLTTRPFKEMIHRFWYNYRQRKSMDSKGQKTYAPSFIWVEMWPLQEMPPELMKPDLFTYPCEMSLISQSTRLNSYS
TRHR PAM – TRH receptor (human) allosteric enhancement. AID 493056. TRHR cells, fluo-8 calcium fluorescence, EC20 TRH enhancement. enhancement, % at 2 µM. P34981. hit rate 0.66% among 360,000; in the data active = enhancement above about 30%; note: 0% is about no effect
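Enhancer read-out: after compound pinning and an initial kinetic agonist-mode read, an EC20 of TRH (10 nM final) was injected and fluo-8 calcium signal (Ex 480/Em 530) followed at 1 s/cycle for 100 cycles in TRHR-expressing cells.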
D2 potentiator – D2 dopamine receptor (human) potentiation | P14416 | HEK293 T-REx D2, calcium flux, EC20 dopamine potentiation | potentiation, % at 10 µM | hit rate 0.34% among 340,000 | AID 485347;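 active = potentiation over 3 SD above the plate norm, cut at about 30% in these data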; note: 0% is about no effect
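Potentiation of an EC20 dopamine calcium response measured kinetically over 180 s, after a preceding 180 s compound-only read flagging agonists. Cells: inducible Hek293 Trex D2 line, 4000/well, cultured overnight at 30 C before dye loading.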
D1 PAM – potentiators of human D1 dopamine receptor | P21728 | HEK293 TREx D1 cells, calcium flux, dopamine EC20 potentiation | potentiation, % at 10 µM | hit rate 0.036% among 360,000 | AID 504651; in the data active = potentiation above about 30%; note: 0% is about no effect
D2 antag – antagonists of human D2 dopamine receptor. hit rate 2% among 340,000. AID 485344. inhibition, % at 10 µM. HEK293 TREx D2 cells, calcium flux, dopamine EC80; in the data active = inhibition above about 30%; note: 0% is about no effect
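In this primary screen, negative modulation is detected by tracking calcium flux after an EC80 dopamine challenge in inducible HEK293 T-REx D2 cells preexposed to test compound for 180 s.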
TRHR ag – TRH receptor (human) agonism; activation, % at 2 µM; hit rate 0.18% among 360,000; AID 493084; TRHR cells, calcium flux fluo-8, FDSS agonist mode; note: 0% is about no effect
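In this calcium-flux screen, cells bearing human TRHR are dye-loaded with fluo-8, baselined for 10 cycles, then exposed to library compounds; positive kinetic calcium responses during the agonist phase mark hits, with TRH as control.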
D1 agonist – activates the human D1 dopamine receptor; HEK293 T-REx D1 cells, calcium flux, agonist mode; activation, % at 2 µM; hit rate 1% among 360,000; note: 0% is about no effect
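Inducible HEK293 T-REx D1 cells, force-coupled to calcium signalling, were plated at 4000 cells/well with tetracycline and held overnight at 30 C. After no-wash calcium dye loading, compound-evoked calcium rise over 180 s flagged agonists.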
D2 ag – agonists of human D2 dopamine receptor. AID 485358. activation, % at 2 µM. hit rate 0.53% among 340,000. HEK293 T-REx D2 cells, calcium flux agonist mode;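 active = activation over 3 SD above normal in the single-dose calcium agonist read, cut at about 30% in these data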; note: 0% is about no effect
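Tetracycline-induced HEK293 T-REx cells with force-coupled D2 receptor, plated overnight at 30 C, loaded with no-wash calcium dye. After a 10 s baseline, compound was pin-added and calcium flux read kinetically for 180 s; calcium rises flagged agonists.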
* marks the source's active call; other numbers are inactive results; · = no result given. Cut-off read from the data, not from the text of the source, unless noted: active = activation above about 30%; inactive = the rest.

Order of values – D1 antagonist	RXFP1 antagonist	TRHR PAM	D2 potentiator	D1 PAM	D2 antag	TRHR ag	D1 agonist	D2 ag
- CCOC(=O)c1ccc(N2CCN(C(C)=O)CC2)c(NC(=O)c2cccnc2)c1
  -19	0	22	3	-3	-13	0.3	2	1.0
- Cc1c(/C(O)=C2/C(=O)C(=O)N(CCN(C)C)C2c2ccc(C(C)C)cc2)cnn1-c1ccccc1 (stereo not drawn)
  17	8	-4	1	-2	10	-0.4	1	0.1
- Cn1ncc(N)c1C(=O)Nc1cccc(C(F)(F)F)c1
  -4	-1	-3	-5	2	-3	-0.1	1	-0.4
- O=C(O)/C=C/C(=O)Nc1ccccc1-c1ccccc1NC(=O)/C=C/C(=O)O
  -10	6	-8	1	-8	-10	-0.3	2	0.9
- O=C(c1ccco1)c1nc2c(n1O)CCCCC2
  -17	-11	10	1	2	·	-0.6	0	·
- CCn1nnnc1SCC(=O)Nc1nc(C)c(C)s1
  3	-3	-9	-2	-2	28	0.0	0	0.3
- O=C(Nc1ccccc1C(=O)O)c1cc(S(=O)(=O)Nc2ccccc2)ccc1Cl
  -1	-27	-3	-5	-4	25	-0.5	1	0.7
- O=C(NC1CCCCC1)c1nc2c(nnn2Cc2ccccc2Cl)c(=O)[nH]1
  -3	13	2	-8	-6	-20	-0.3	0	-1.1
- NS(=O)(=O)c1ccc(NCC2COc3ccccc3O2)c([N+](=O)[O-])c1 (stereo not drawn)
  -25	2	-6	-7	-14	-5	0.2	7	2.3
- COc1ccc2[nH]c(=O)c(CN(CC3CCCO3)C(=S)Nc3ccccc3)cc2c1 (stereo not drawn)
  5	-7	0	4	2	13	0.1	1	0.3
- Cn1c(=O)c(=O)n(C)c2cc(N3CCCC3)c(NS(=O)(=O)c3ccc(F)cc3)cc21
  0	14	-6	-7	-4	·	-0.2	1	·
- Cc1nnc(C)n1N
  16	9	2	10	-1	-7	0.2	0	1.2
- O=C(N/N=C/c1ccc(OC(=O)c2cccc(Br)c2)cc1)c1cccnc1
  -3	-1	5	·	-2	·	0.1	1	·
- CC(C)C(NS(=O)(=O)c1cccs1)C(=O)N(C)Cc1ccccc1 (stereo not drawn)
  -7	-13	17	-5	-6	2	0.4	0	0.1
- COc1ccc(-c2nc(N3CCN(C)CC3)sc2-c2ccc(OC)cc2)cc1
  3	-26	-1	·	-8	7	-0.8	10	-3.1
- CC1CCCN(c2csc3ccc(F)cc3c2=O)C1 (stereo not drawn)
  -8	-11	-4	16	0	·	0.8	2	1.2
- O=C(CCN1C(=O)/C(=C/c2ccc(Cl)cc2)SC1=S)Nc1ccc(C(=O)O)cc1
  -16	-7	0	0	9	4	1.7	5	-0.4
- CCCc1ccc(Oc2cc(NN3CCCCC3)c([N+](=O)[O-])cc2[N+](=O)[O-])cc1
  -7	·	3	-1	-2	-12	0.4	0	0.1
- Cc1ccc(-c2nc3ccccc3o2)cc1NC(=S)NC(=O)c1cccs1
  14	0	-10	0	-1	-11	1.0	0	0.4
- Fc1ccc(C(CNC(=S)NC2CCCCC2)N2CCOCC2)cc1 (stereo not drawn)
  -6	-2	-15	-2	-1	7	1.0	6	1.9
- Cc1cccc(N2CCN(S(=O)(=O)c3ccc(S(=O)(=O)N4CCCC4)cc3)CC2)c1C
  -2	-4	-6	-1	2	-6	-0.2	3	-0.7
- Cc1nn(C)c(C)c1CN(C)C(=O)c1cc2n(n1)C(C(F)(F)F)CC(c1cccs1)N2 (stereo not drawn)
  -1	-6	-3	2	-5	-7	2.1	6	0.3
- COc1ccc(OC)c(-c2cc(C(=O)N/N=C(\C)c3cccnc3)c3ccccc3n2)c1
  4	-10	-6	19	1	6	0.6	0	0.7
- COc1ccc(CC(=O)NC(C)c2nnc(SCC(=O)Nc3ccccc3F)n2C)cc1 (stereo not drawn)
  ·	-2	-1	·	-5	·	-0.3	-1	·
- O=C1C(=O)N(CCCN2CCOCC2)C(c2ccc(Cl)cc2)/C1=C(/O)c1ccc(F)cc1 (stereo not drawn)
  5	2	0	-1	-4	2	0.9	5	0.7
- C#CCOCCOCCOCCNc1nc(N2CCN(C(=O)Cn3cc(CCCN=C(N)N)nn3)CC2)nc(N2CCN(C(=O)[C@H]([C@@H](C)O)n3cc(CCCCN)nn3)CC2)n1
  -7	·	-9	0	5	-18	-0.5	3	-0.6
- CC(=O)c1ccc(NC(=O)c2c(C)nn(-c3ccccc3)c2Cl)cc1
  -3	-13	13	0	-2	11	-0.1	-1	1.8
- Cc1nnc(SCC(=O)N2CCN(Cc3ccccc3)CC2)s1
  -8	15	1	7	1	·	-2.2	1	·
- Cc1ccccc1NC(=S)N(Cc1ccccc1)Cc1cccnc1
  -2	-3	-3	-12	-5	·	0.1	1	·
- COc1ccc(C(CNC(=O)Cc2ccccc2)N2CCCCC2)cc1 (stereo not drawn)
  -9	1	-1	-16	-3	17	0.0	5	0.4

Five compounds already listed, arranged by formula weight, lowest first:
Order of values – D1 antagonist	RXFP1 antagonist	TRHR PAM	D2 potentiator	D1 PAM	D2 antag	TRHR ag	D1 agonist	D2 ag
- O=C(c1ccco1)c1nc2c(n1O)CCCCC2
  -17	-11	10	1	2	·	-0.6	0	·
- COc1ccc(C(CNC(=O)Cc2ccccc2)N2CCCCC2)cc1 (stereo not drawn)
  -9	1	-1	-16	-3	17	0.0	5	0.4
- CC(=O)c1ccc(NC(=O)c2c(C)nn(-c3ccccc3)c2Cl)cc1
  -3	-13	13	0	-2	11	-0.1	-1	1.8
- O=C(Nc1ccccc1C(=O)O)c1cc(S(=O)(=O)Nc2ccccc2)ccc1Cl
  -1	-27	-3	-5	-4	25	-0.5	1	0.7
- Cc1c(/C(O)=C2/C(=O)C(=O)N(CCN(C)C)C2c2ccc(C(C)C)cc2)cnn1-c1ccccc1 (stereo not drawn)
  17	8	-4	1	-2	10	-0.4	1	0.1

New compounds follow:
Order of values – D1 antagonist	RXFP1 antagonist	TRHR PAM	D2 potentiator	D1 PAM	D2 antag	TRHR ag	D1 agonist	D2 ag
- Cc1cc(C(F)F)n2nc(C(=O)Nc3cccnc3Cl)nc2n1
  0	-5	0	0	1	7	0.3	3	0.3
- O=C(CSCc1ccccc1Cl)NCCSc1ccccn1
  11	-14	-3	-6	-8	10	-0.6	3	-0.8
- O=C1C2C3CCC(O3)C2C(=O)N1c1cc(OCC(F)F)cc([N+](=O)[O-])c1 (stereo not drawn)
  -14	-6	3	-4	-8	35*	-0.4	1	0.2
- CC(C)N(C(=O)COC(=O)c1cccc(N(C)C)c1)c1ccccc1
  6	0	-7	-17	-4	-2	0.1	9	0.6
- COc1ccc(CCn2c(NN)nc3c2c(=O)[nH]c(=O)n3C)cc1
  11	-27	-1	2	-2	-12	0.2	1	0.1
- CCn1c(C)cc(/C=C2/NC(=O)N(c3ccccc3)C2=O)c1C
  -4	-11	-1	9	6	6	0.4	3	0.9
- CCN(CC)S(=O)(=O)c1ccc2c(c1)nc(CCC(=O)Nc1ccc(N3CCOCC3)cc1)n2C
  21	0	-2	11	-9	1	2.0	8	1.3
- O=C(N/N=C/c1ccncc1)c1cccc(S(=O)(=O)N2CCCC2)c1
  -5	-9	1	1	-7	-15	-0.6	0	0.0
- C/C=C(\C)CN1CCCC(N(C)CCc2ccc(OC)c(OC)c2)C1 (stereo not drawn)
  17	3	0	-18	-6	8	0.1	-2	2.3
- CN(CC(=O)Nc1cccc2c1CCCC2)S(=O)(=O)c1ccc(Cl)cc1
  -6	-6	1	-6	5	1	0.6	-1	-1.1
- Cc1ccc(C(C)C)c(OCc2nnc3n2CCCCC3)c1
  7	-4	-4	2	-5	7	-1.5	4	0.1
- Cc1cnc(SCCc2ccncc2)nc1C
  -4	·	-6	4	-2	10	-0.9	3	-2.3
- CCc1nnc(NC(=O)CSc2nc3c(c(=O)n2CC)SC(C)C3)s1 (stereo not drawn)
  7	1	4	-2	1	2	-1.2	4	-1.0
- CCNc1ccccc1C(=O)O
  18	7	-5	10	-2	0	0.3	5	-0.1
- N=C1C(=O)OCC1c1cc(Cl)ccc1NC(=O)Nc1ccccc1 (stereo not drawn)
  3	-6	0	-6	-5	-2	0.3	2	0.6
- CC(=O)C1=C(O)CCCC1=NCc1nc2ccccc2[nH]1
  -34*	3	4	12	-7	-1	-5.0	7	-1.4
- Cc1cc(NCCCCO)n2c(nc3ccccc32)c1C#N
  -7	9	6	2	1	-12	0.3	2	-0.6
- CNC(=O)NC(=O)CSc1ccc(S(=O)(=O)N(C)C2CCCCC2)cn1
  -9	4	-4	-4	0	0	0.1	1	0.1
- O=C(Cn1c(=O)n2nc(-c3cccc(F)c3)nc2c2ccccc21)NCc1ccc(Cl)cc1
  ·	-5	5	18	2	·	0.2	0	6.2
- CCC(C)NC(=O)CSc1nc2n[nH]c(C)c2c(=N)n1-c1ccc(OC)cc1 (stereo not drawn)
  1	-7	-1	·	-2	·	-1.3	2	·
- Cc1cc(C)c(OCC(=O)Nc2ccc(S(=O)(=O)N3CCCC3)cc2)c(C)c1
  6	-19	-6	-2	-5	-8	0.3	1	-0.3
- O=C(O)c1cc(NC(=O)c2cccc(N3C(=O)c4ccccc4C3=O)c2)cc(C(=O)O)c1
  -14	-4	0	3	-2	5	-0.1	1	-0.7
- CC1CC(C)CN(CC(=O)NCCc2ccc(S(N)(=O)=O)cc2)C1 (stereo not drawn)
  1	3	0	-5	-9	-36	-0.3	2	0.4
- Cc1cc(NC(=NC2CC2)c2ccccc2)n(-c2ccccc2)n1
  -2	3	2	20	-1	1	-0.8	1	-0.2
- CCO[C@@H]1OC(C(=O)N2CCN(Cc3ccccc3)CC2)=C[C@H](c2ccc(C(F)(F)F)cc2)[C@H]1CCCO
  4	·	-2	-1	-2	-5	0.0	3	1.2
- COc1ccc([C@@H]2CC(=O)c3c(O)cc(O[C@@H]4OC(CO[C@@H]5OC(C)[C@H](O)[C@H](O)C5O)[C@@H](O)[C@@H](O)C4O)cc3O2)cc1O (stereo partly drawn)
  9	·	0	-1	-6	3	-1.6	0	-1.0
- CCCN1C(=O)/C(=C\C=C2/Sc3ccccc3N2CC)SC1=S
  -7	·	3	10	1	-30	2.8	9	1.5
- COc1ccc(-n2cnc3c(cnn3CCC#N)c2=N)cc1
  -7	-5	19	0	-8	-12	0.3	1	-0.1
- O=C(Cn1ncc2c3ccccc3n(Cc3ccc(Cl)cc3)c2c1=O)NCc1cccs1
  -5	4	0	-4	-3	·	2.3	7	0.0
- COc1cccc(CNS(=O)(=O)/C=C/c2ccc3c(c2)OCO3)c1
  -16	-1	-1	5	-3	-4	0.1	4	-1.3
- O=C(C1CC1)N1CCc2cc(Br)cc(S(=O)(=O)NCc3ccccn3)c21
  -6	5	9	-1	-10	-5	-0.1	0	-0.2
- Cc1ccc(NC(=O)C2CCN(C(=O)N3CCOc4ccccc43)CC2)cc1
  0	8	-4	4	-5	-10	0.0	1	-0.8
- CCN(CC(=O)Nc1ccc(OC)cc1)C(=O)CN1C(=O)NC(C)(c2ccc3ccccc3c2)C1=O (stereo not drawn)
  -10	2	-1	2	2	-2	-0.4	3	0.2
- CCOC(=O)C1CCN(C(=O)c2cccnc2Oc2ccc(Cl)cc2)CC1
  -25	5	-7	-3	-8	9	4.7	10	2.7
